# AmpC no deterg = blocks E. coli AmpC beta-lactamase in detergent-free assay; P00811; AmpC nitrocefin hydrolysis, absorbance 480 nm, 0.0001% Triton; Potency, µM (top dose mostly 57.1 µM), for inactives: at the highest dose activity change, negative = inhibition, hits mostly inhibitors; 330,000 tested, 0.52% active;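 also: potency is read from the fitted curve at half-maximal effect; plate controls were no compound for no effect and no enzyme for full effect; nearly all actives have a fitted effect of over 20% in size; some results filed as inactive show a strong effect at the top dose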
# Target sequence (P00811 whole entry, looked up): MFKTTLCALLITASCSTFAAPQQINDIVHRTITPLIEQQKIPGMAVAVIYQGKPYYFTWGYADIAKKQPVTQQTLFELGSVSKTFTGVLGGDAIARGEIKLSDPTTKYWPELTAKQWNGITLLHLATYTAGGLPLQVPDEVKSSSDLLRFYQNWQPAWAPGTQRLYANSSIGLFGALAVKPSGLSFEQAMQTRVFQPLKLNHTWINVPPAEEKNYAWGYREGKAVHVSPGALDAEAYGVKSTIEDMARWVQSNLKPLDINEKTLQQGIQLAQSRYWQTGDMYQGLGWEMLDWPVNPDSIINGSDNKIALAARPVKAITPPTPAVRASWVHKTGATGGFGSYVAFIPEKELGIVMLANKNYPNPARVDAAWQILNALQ
#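 AmpC (5.3 nM in the dispensed reagent) in 20 mM phosphate pH 7.0 with 0.01% (detergent screen) or 0.0001% Triton X-100 was preincubated with compounds for 15 min at room temperature. Nitrocefin was then added from an 800 uM solution, and hydrolysis was followed at 480 nm.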
# HCMV inh = human cytomegalovirus inhibition; HFF cells, HCMV-luciferase reporter, 72 h; stronger effect = lower value; activity change, negative = inhibition, % at 57.5 µM; 410,000 tested, 4.5% active; in the data active = activity change below about -60%; inconclusive = no clear call, values can overlap the other calls; inactive = above about -39%
#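 Cell-based, HFFs, 1000 cells/well, 16 h 37C; cpds in DMSO + HCMV-luc, MOI 1 PFU/cell; 72 h 37C; OneGlo luminescence after 5 min RT; norm. to buffer vs Salinomycin 10uM.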
# AmpC detergent = inhibitors of E. coli AmpC beta-lactamase with detergent; Potency, µM (titrated, usually from 114 µM), for the others: at the top dose activity change, negative = inhibition, hits mostly inhibitors; 370,000 tested, 0.041% active; P00811; AmpC hydrolysis of nitrocefin, absorbance 480 nm, 0.01% Triton;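 also: potency is read from the fitted curve at half-maximal effect; 0% = no-compound wells and -100% = no-enzyme wells; nearly all actives have a fitted effect of over 25% in size; some results filed as inactive show a strong effect at the top dose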
#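 20 mM phosphate pH 7.0 + 0.01% (detergent screen) or 0.0001% Triton X-100; 5.3 nM AmpC reagent; cpd preinc 15 min RT; nitrocefin (800 uM stock) to start; A480 q20 s × 4 min; Activity was normalised to no-enzyme and no-compound control wells.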
# Giardia FBPA inh = inhibitors of Giardia lamblia fructose-1,6-bisphosphate aldolase; A8B2U2; purified Giardia FBPA; Potency, µM (titrated, usually from 59.6 µM), for inactives: at the top dose activity, negative = inhibition, actives largely listed as inhibitors; 290,000 tested, 0.71% active; AID 2451; also: potency is read from the fitted curve at half-maximal effect; nearly all actives have a fitted effect of over 55% in size
# Target sequence (A8B2U2 whole entry, looked up): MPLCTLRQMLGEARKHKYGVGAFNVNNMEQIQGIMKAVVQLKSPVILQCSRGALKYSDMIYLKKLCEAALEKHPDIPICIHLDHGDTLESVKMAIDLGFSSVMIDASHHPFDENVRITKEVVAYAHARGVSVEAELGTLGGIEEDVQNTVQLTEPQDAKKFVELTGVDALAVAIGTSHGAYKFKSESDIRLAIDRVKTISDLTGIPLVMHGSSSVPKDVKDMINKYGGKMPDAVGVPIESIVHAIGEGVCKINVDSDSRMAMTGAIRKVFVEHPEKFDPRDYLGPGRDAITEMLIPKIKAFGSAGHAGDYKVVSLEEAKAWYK
#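 Giardia FBPA (40 nM reagent) was preincubated 10 min at RT with compound (up to 57.5 uM final), then substrate plus GAPDH/TPI/NAD/arsenate coupling system with diaphorase/resazurin was added; resorufin fluorescence (525/598 nm) was read after 20 min.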
# AMA1 RON2 block = AMA1-RON2 (P. falciparum) interaction inhibition; 360,000 tested, 0.2% active; AID 720542; Potency, µM (titrated, usually from 58.2 µM), for inactives: at the highest dose activity change, negative = inhibition, hits mostly inhibitors; AlphaScreen AMA1-biotinylated RON2 peptide binding;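 also: potency is read from the fitted curve at half-maximal effect; 0% = vehicle wells and -100% = peptide control; nearly all actives have a fitted effect of over 45% in size; some results filed as inactive show a strong effect at the top dose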
#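 AMA1 (3D7) with his tag at 25 nM final met compounds first, then biotinylated RON2 peptide at 25 nM; detection used donor plus acceptor beads, 10 µg/mL apiece, read by AlphaScreen after 30 min at room temperature.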
# Sm TGR block = blocks Schistosoma mansoni thioredoxin glutathione reductase; 360,000 tested, 3% active; purified TGR, DTNB reduction, TNB absorbance 405 nm; AID 485364; Potency, µM (doses to about 114 µM), for inactives: at the highest dose activity change, negative = inhibition, actives largely listed as inhibitors; also: potency is read from the fitted curve at half-maximal effect; nearly all actives have a fitted effect of over 60% in size
#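 TGR 20 nM + NADPH 100 uM (dispensed conc.), cpd preinc 15 min RT; start with NADPH (500 uM addition) then DTNB (15 mM addition). Kinetic TNB absorbance, 405 nm filter. Four-parameter Hill fit across titration.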
# * marks the source's active call; other numbers are inactive results; ? = inconclusive; . = no result given; & = joins results of further samples; [ ] = another dose, or the depositor's remark. Unless noted, calls follow the shape of the dose curve; as a rule, active = well fitted curve in the direction sought with a large enough effect; inconclusive = small, poorly fitted or top-dose-only effect, or another doubt; inactive = no such curve, though single readings can be large; an effect the other way counts as inactive or inconclusive. Unless noted, % is scaled to controls: 0 for no effect and ±100 for the full control effect.
SMILES,AmpC no deterg,HCMV inh,AmpC detergent,Giardia FBPA inh,AMA1 RON2 block,Sm TGR block
CN(C)/C=N/c1sc2c(c1C#N)CCCC2,-3%,28,10%,?,?,-33%
COc1ccc(N2CCN(C(=S)Nc3ccccc3)CC2)cc1,-17%,-15,-19%,2%,-12%,0%
COC(=O)c1c(C)[nH]c(C(=O)/C=C/c2ccc(C)cc2)c1C,-17%,-90*,-6%,1%,3%,3%
CCN(CC(=O)NC(C)C)Cc1nc2sc3c(c2c(=O)[nH]1)CCC3,-9%,-2,-12%,-7%,23%,?
CCCn1ncc(CN2CCCC(C(=O)c3cccc(OC)c3)C2)c1C (stereo not drawn),31%,5,-6%,4%,-19%,2%[57.1 µM]
CNCc1ccccc1Sc1cccc(O)c1,-15%,20,-17%,0%,-2%,-4%
CCOC(=O)CCc1c(C)c2cc3c(c(C)c2oc1=O)OCN(CCc1ccccc1OC)C3,.,-6,-6%,.,.,-28%
CC(=NCc1ccco1)c1c(O)n(C2CCCCC2)c(=O)[nH]c1=O,-28%,-4,?,-3%,-7%,0%
CCc1c(C)nc2nc(NC(C)=O)[nH]n2c1=O,-3%,35,3%,-19%,27%,7%
O=C(O)C1=CCNCC1,.,-12,.,1%&-8%&-2%,3%,.
O=P(O)(CCCP(=O)(O)CCc1ccccc1)CCc1ccccc1,3%,15,-11%,16%,-1%,0%
CCOC(=O)c1cc2cc(OC)ccc2nc1C,-13%,-38,-7%,-1%,-10%,-1%
COc1ccc(-c2cc(C(=O)Oc3ccc([N+](=O)[O-])cc3)c3ccccc3n2)cc1,?,103,2%,-9%,-3%,2%
CCOc1ccc(-c2csc(N)c2C(=O)OC)cc1,-41%,-1,3%,-28%,-9%,-17%
O=C(CC1Sc2ccc(C(F)(F)F)cc2NC1=O)Nc1ccc(Cl)c(C(F)(F)F)c1 (stereo not drawn),.,?,10%,.,.,5%
Cc1c(NC(=O)C2CC(c3c(F)cccc3Cl)=NO2)c(=O)n(-c2ccccc2)n1C (stereo not drawn),5%,3,?,-1%,0%,-4%
Cn1nc([N+](=O)[O-])c(C(C#N)c2nc3ccccc3n2C)c(Cl)c1=O (stereo not drawn),-28%,-76*,?,8%,-10%,32µM*
COc1ccc(-n2c(SCC(=O)NC3CC3)nc3ccccc3c2=O)cc1OC,4%,0,3%,.,4%,-2%
CCOc1ccccc1NC(=O)COc1ccc(S(=O)(=O)NC2CCCCC2)cc1,.,3,5%,.,.,-4%
O=C(C1=C[C@H](C2CC2)C[C@H](OCc2ccc(CO)cc2)O1)N1CCN(Cc2ccc3c(c2)OCO3)CC1,142%[activator],-33,9%,0%,10%,1%

# 2 neighbouring entries already listed, for reference:
SMILES,AmpC no deterg,HCMV inh,AmpC detergent,Giardia FBPA inh,AMA1 RON2 block,Sm TGR block
CCOc1ccccc1NC(=O)COc1ccc(S(=O)(=O)NC2CCCCC2)cc1,.,3,5%,.,.,-4%
O=C(C1=C[C@H](C2CC2)C[C@H](OCc2ccc(CO)cc2)O1)N1CCN(Cc2ccc3c(c2)OCO3)CC1,142%[activator],-33,9%,0%,10%,1%

# The results go on:
SMILES,AmpC no deterg,HCMV inh,AmpC detergent,Giardia FBPA inh,AMA1 RON2 block,Sm TGR block
O=C(Nc1c2c(nn1-c1ccc(F)cc1)CS(=O)(=O)C2)c1ccc(Br)o1,-33%,-10,6%,.,-10%,-4%
COc1ccc(/C=C/C(=O)OCC(=O)NC2CCCCCCC2)cc1,-25%,-18,.,.,-3%,.
COc1ccc(OC)c(/C=C2\Oc3cc(OCC(=O)N4CCC(C(=O)O)CC4)ccc3C2=O)c1,-12%,-22,-7%,-14%,7%,0%
O=C(N[C@@H]1c2ccccc2CC[C@@H]1OCc1ccccc1)c1ccc(-c2ccccc2)cc1,-17%,-11,.,.,-6%,.
COc1ccc(/C=C2\CC/C(=C\c3ccc(OC)c(OC)c3)C2=O)cc1OC,0%,?,-8%,-8%,?,-2%
COc1ccc(OC)c(Nc2nc(-c3c(C)nc4ncccn34)cs2)c1,0%,?,1%,-15%,-10%,-24%
CC(C)(C)n1ncc2c(=O)n(Cc3c(F)cccc3Cl)cnc21,-11%,-10,-1%,6%,9%,3%
Cc1cccc2c(SCC(N)=O)nc(-c3ccccc3)nc12,-12%,-32,-13%,1%,0%,-10%
CC(NC(=O)c1cc(S(=O)(=O)N2CCCC2)ccc1Cl)c1ccccn1 (stereo not drawn),-14%,-14,4%,.,-3%,-14%
Cc1nn(-c2ccccc2)c(OC(=O)C(C)(C)C)c1Sc1ccccc1,.,23,1%,.,.,5%
COc1cc(OC)cc(C(=O)Nc2ccc(Cn3ccnc3)cc2)c1,-9%,7,-4%,-5%,5%,0%
Cc1ccc(N(C(=O)CNC(=O)c2ccco2)C(C(=O)NC2CCCCC2)c2ccncc2)c(C)c1 (stereo not drawn),-9%,6,6%,.,-2%,-15%
CCCCCC(=O)NNC(=S)NC(=O)c1ccccc1[N+](=O)[O-],23%,105,-9%,-2%,103%[activator],0%
CN1/C(=C\C(=O)c2cccnc2)C(C)(C)c2ccccc21,0%,-2,-1%,-5%,14%,-6%
Clc1ccc(-c2cn3nc4c(nc3n2)CCCC4)cc1,-13%,?,?,?,21%,?
CSc1nnc(CCNS(=O)(=O)c2ccccc2Br)n1C,-8%,-9,?,-3%,8%,0%
CC(C)(C)OC(=O)C[C@H]1C/C=C\C[C@H](CC(=O)N(CCO)Cc2ccccc2)C(=O)N[C@@H](c2ccccc2)COC1=O,172%[activator],60,.,.,20%,.
CNS(=O)(=O)c1ccc(NS(=O)(=O)c2ccccc2F)cc1,-25%,-24,-9%,5%,-4%,0%
Cc1cccn2c(=O)c(/C=N/O)c(Nc3ccccc3F)nc12,-4%,26,1%,0%,-8%,2%
N#CC(C(=O)Nc1ccccc1)=C1CCCCC1,-10%,-18,0%,1%,2%,-12%
Cn1nnnc1SCC(=O)Nc1cc(C(=O)O)cc(C(=O)O)c1,-21%,-12,-1%,4%,4%,-4%
COc1ccc(-c2noc(CN3CCN(c4ccccc4)CC3)n2)cc1,51%,-25,?,1%,-22%,2%
O=C(CCCc1ccccc1)Nc1ccccc1C(F)(F)F,-4%,34,-17%,3%,14%,-24%
O=C(CCC(=O)OCCCC(F)(F)C(F)(F)F)Nc1ccccc1,14%,17,-9%,1%,3%,2%
O=C1C(Cc2ccccc2)Nc2ncnc(N3CCCCC3)c2N1Cc1ccccc1 (stereo not drawn),-56%,-27,.,.,1%,.
Cc1ccc(C2CC(c3cccs3)=NN2C(=O)CCl)cc1 (stereo not drawn),?,-101*,-11%,10%,5%,2.5µM*
O=C(NC1CC1)C1CCN(c2ncccn2)CC1,-6%,17,0%,.,2%,0%
C=C(Br)Cn1c(CC)nc2ccccc21,-10%,9,-7%,-6%,0%,0%
COc1ccc(Oc2ccc(N/C=C3/CCCC3=O)cc2)cc1,-23%,-18,-12%,-15%,11%,-15%
O=C(NCCCn1ccnc1)c1ccc(-c2cccc(Cl)c2Cl)o1,108%[activator],-18,.,.,-23%,.
COc1ccc(NC(=O)CCS(=O)(=O)c2cc(Br)cc3c2N(C(C)=O)CC3)c(OC)c1,.,-4,0%,.,.,?
O=C(c1ccc(F)cc1)N1CCN(c2ccccn2)CC1,-15%,19,?,-1%,6%,1%
O=C(CN1CCC(Cc2ccccc2)CC1)NC(=O)NC1CCCCC1,43%,-11,3%,5%,8%,1%
Cc1ccc(-c2nc(CS(=O)CC(=O)NC(C)CCc3ccccc3)c(C)o2)cc1 (stereo not drawn),184%[activator],-15,-3%,.,-6%,8.9µM*
CCOc1ccccc1N1CCN(C(=O)c2ccc3[nH]c4c(c3c2)CCCC4)CC1,30%,-16,-2%,8%,?,-11%
COC(=O)c1ccc(CN2CCN(Cc3ccc(F)cc3)C(CCO)C2)cc1 (stereo not drawn),39%,-25,7%,0%,-5%,-16%
Cc1ccc(-n2ncc3c(N4CCCCCC4)ncnc32)cc1,.,-99*,-4%,.,.,2%
CCN(CC)S(=O)(=O)c1ccc(=O)n(CC(=O)N2Cc3ccccc3CC2C(N)=O)c1 (stereo not drawn),15%,-13,-15%,.,-15%,-9%
CCOC(=O)c1cc(-c2csc(-c3ccc(C(F)(F)F)cc3)n2)on1,-20%,?,10%,0%,-1%,19%
Cc1ccc(C(=O)COC(=O)C2CC(=O)N(c3nc(-c4ccccc4)cs3)C2)cc1C (stereo not drawn),-30%,2,2%,0%,7%,-11%

# Grouped by structure: the compounds so far with an aryl methoxy group
SMILES,AmpC no deterg,HCMV inh,AmpC detergent,Giardia FBPA inh,AMA1 RON2 block,Sm TGR block
COc1ccc(N2CCN(C(=S)Nc3ccccc3)CC2)cc1,-17%,-15,-19%,2%,-12%,0%
CCCn1ncc(CN2CCCC(C(=O)c3cccc(OC)c3)C2)c1C (stereo not drawn),31%,5,-6%,4%,-19%,2%[57.1 µM]
CCOC(=O)CCc1c(C)c2cc3c(c(C)c2oc1=O)OCN(CCc1ccccc1OC)C3,.,-6,-6%,.,.,-28%
CCOC(=O)c1cc2cc(OC)ccc2nc1C,-13%,-38,-7%,-1%,-10%,-1%
COc1ccc(-c2cc(C(=O)Oc3ccc([N+](=O)[O-])cc3)c3ccccc3n2)cc1,?,103,2%,-9%,-3%,2%
COc1ccc(-n2c(SCC(=O)NC3CC3)nc3ccccc3c2=O)cc1OC,4%,0,3%,.,4%,-2%
COc1ccc(/C=C/C(=O)OCC(=O)NC2CCCCCCC2)cc1,-25%,-18,.,.,-3%,.
COc1ccc(OC)c(/C=C2\Oc3cc(OCC(=O)N4CCC(C(=O)O)CC4)ccc3C2=O)c1,-12%,-22,-7%,-14%,7%,0%
COc1ccc(/C=C2\CC/C(=C\c3ccc(OC)c(OC)c3)C2=O)cc1OC,0%,?,-8%,-8%,?,-2%
COc1ccc(OC)c(Nc2nc(-c3c(C)nc4ncccn34)cs2)c1,0%,?,1%,-15%,-10%,-24%
COc1cc(OC)cc(C(=O)Nc2ccc(Cn3ccnc3)cc2)c1,-9%,7,-4%,-5%,5%,0%
COc1ccc(-c2noc(CN3CCN(c4ccccc4)CC3)n2)cc1,51%,-25,?,1%,-22%,2%
COc1ccc(Oc2ccc(N/C=C3/CCCC3=O)cc2)cc1,-23%,-18,-12%,-15%,11%,-15%
COc1ccc(NC(=O)CCS(=O)(=O)c2cc(Br)cc3c2N(C(C)=O)CC3)c(OC)c1,.,-4,0%,.,.,?

# Compound activity from PubChem BioAssay.
